Source: PubChem
ARNT TACC3 PPI – disrupts binding between human ARNT and TACC3. Q9Y6A5. AlphaScreen His-ARNT PAS-B/GST-TACC3 binding, luminescence; TACC3 fragment carries E629A point mutation. inhibition, % at 9.99 µM. 390,000 compounds, 0.66% hits. AID 623870;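 active means mean inhibition of replicates at least 50% and at least half of replicates each reaching 50%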;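 further: 0% = complete ARNT plus TACC3 wells and 100% = ARNT alone without TACC3; many hits fall short of the cut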
The depositor's hits bear a star. An excerpt; rates above refer to the full screens.

SMILES	ARNT TACC3 PPI
CCOc1cc(CNCCO)cc(Br)c1OCc1ccccc1Cl	2.3
CCOC(=O)C(C)Sc1nc2ccccc2c(=O)n1CC (stereo unspecified)	-0.4
CC1=C(C(N)=O)C(c2cccnc2)n2nc(SCc3ccccc3Cl)nc2N1 (stereo unspecified)	-2.8
CCN(c1ccc(OC)cc1)S(=O)(=O)c1nnc(NC(=O)c2ccccc2Cl)s1	5.1
CC(CN1CCCCC1)OC(=O)c1ccccc1Cl (stereo unspecified)	-13.4
COC(=O)c1ccc(=O)n(Cc2ccco2)c1	-6.8
COc1ccc(NC2=NC(=S)N(c3ccc(C)cc3)C23CCCCC3)cc1	-0.3
CCn1nc(NS(=O)(=O)c2ccccc2[N+](=O)[O-])c2cc3ccc(C)cc3nc21	7.6
CC(=O)OCC(=O)NCc1ccc2c(c1)OCO2	6.0
CSc1nnc(Cn2c(=O)sc3ccccc32)n1-c1cccc(Cl)c1	-1.3

Grouped by structure, the compounds so far with two or more sulfur atoms
SMILES	ARNT TACC3 PPI
CCN(c1ccc(OC)cc1)S(=O)(=O)c1nnc(NC(=O)c2ccccc2Cl)s1	5.1
CSc1nnc(Cn2c(=O)sc3ccccc32)n1-c1cccc(Cl)c1	-1.3

Gathered by group: the entries above with nitrogen in an aromatic ring
SMILES	ARNT TACC3 PPI
CCOC(=O)C(C)Sc1nc2ccccc2c(=O)n1CC (stereo unspecified)	-0.4
CC1=C(C(N)=O)C(c2cccnc2)n2nc(SCc3ccccc3Cl)nc2N1 (stereo unspecified)	-2.8
CCN(c1ccc(OC)cc1)S(=O)(=O)c1nnc(NC(=O)c2ccccc2Cl)s1	5.1
COC(=O)c1ccc(=O)n(Cc2ccco2)c1	-6.8
CCn1nc(NS(=O)(=O)c2ccccc2[N+](=O)[O-])c2cc3ccc(C)cc3nc21	7.6
CSc1nnc(Cn2c(=O)sc3ccccc32)n1-c1cccc(Cl)c1	-1.3

Further structures follow.
SMILES	ARNT TACC3 PPI
CCNC(=O)COC(=O)COc1ccc(Cl)cc1C	-6.6
CCCn1c(C)cc(/C=C(\C#N)C(=O)OCC(=O)NC(=O)NCC)c1C	4.3
Cc1cccc2cc3c(NC(=O)CC(C)C)nn(C)c3nc12	-3.9
CCOc1ccccc1C(=O)N(Cc1ccco1)C1CCS(=O)(=O)C1 (stereo unspecified)	-2.4
O=C(c1ccccc1)N1CCN(C(=O)c2cc3ccccc3o2)CC1	-12.4
O=C(N[C@H]1C/C=C\C[C@@H](CC(=O)N(CCO)Cc2ccccc2)C(=O)N2CCC[C@@H]2COC1=O)OCC1c2ccccc2-c2ccccc21	0.1
O=c1c2ccccc2nc2n1C(CSc1ccc(Br)cc1)CN2 (stereo unspecified)	-1.6
CC1(C)Cc2c(c(-c3ccccc3)nc(N3CCOCC3)c2C(N)=O)CO1	4.4
Cc1nonc1NC(=O)c1ccccc1Br	-4.6
Cc1cc(C)n(-c2ccc(C(=O)Nc3ccccn3)cc2)n1	0.9
O=C(CSc1ncnc2c1nnn2Cc1ccccc1F)N1CCN(c2ccccc2)CC1	-1.0
Cc1ccc(S(=O)(=O)c2nc(C(C)(C)C)oc2N2CCOCC2)cc1	4.7
CCOC(=O)c1ccc(NC(=O)CC2SC(=NC)N(C)C2=O)cc1 (stereo unspecified)	-3.2
COc1ccc2nc(C(C)O)[nH]c2c1 (stereo unspecified)	3.3
CN(C)S(=O)(=O)N1CCN(c2ccnc3cc(Cl)ccc23)CC1	-0.2
CCOc1ccccc1Nc1nc2ccccc2[nH]1	28.3
COC(=O)C1OC(OC2CC[C@]3(C)C(CC[C@@]4(C)[C@@H]3CC=C3[C@@H]5CC(C)(C)CC[C@]5(C(=O)OC5OC(CO)C(O)C(O)C5O)CC[C@]34C)C2(C)C)C(O)C(O)C1O[C@H]1OCC(O)C(O)C1O (stereo partly specified)	-9.3
Cc1ccccc1C(=O)c1ccc2c(c1)n(C)c(=O)n2C	4.9
CCOC(=O)C(C(=O)OCC)C(C)C#CCN1CCCCC1 (stereo unspecified)	21.9
COC(=O)c1ccccc1Sc1c(/C=N/OCc2ccc(Cl)cc2)c(C(F)(F)F)nn1C	5.4

Copied from the results shown, two compounds:
SMILES	ARNT TACC3 PPI
CCOC(=O)C(C(=O)OCC)C(C)C#CCN1CCCCC1 (stereo unspecified)	21.9
COC(=O)c1ccccc1Sc1c(/C=N/OCc2ccc(Cl)cc2)c(C(F)(F)F)nn1C	5.4

Following part
SMILES	ARNT TACC3 PPI
COc1ccc(-c2cc(=O)[nH][nH]2)cc1	33.8
CCOC(=O)CSc1nc(-c2ccccc2)nc2c1oc1ccccc12	6.6
O=C(NCc1ccccc1)c1ccc(S(=O)(=O)N2CCCC2)cc1	1.2
COc1cccc(C(=O)Cn2c(=O)n(CC3CCCO3)c(=O)c3ccccc32)c1 (stereo unspecified)	-3.4
CCCN1C2CCCC1CC(NC(=O)c1cc(OC)c(OC)c(OC)c1)C2 (stereo unspecified)	-2.2
CN(C)CCCNCCNC(=O)/C=N\O	0.9
COc1ccc(C(C(=O)NC2CCCCC2)N(CC2CCCO2)C(=O)CNC(=O)c2ccco2)cc1 (stereo unspecified)	0.8
O=C(N/C=N/OCc1cccc(C(F)(F)F)c1)N1OC[C@@H]2COc3ccc4ccccc4c3[C@@H]21	6.3
COc1ccc(OCc2nn3c(-c4ccccn4)nnc3s2)cc1	11.5
COc1ccc2[nH]c(C(=O)N3CCC(Cc4ccccc4)CC3)cc2c1	-4.2
Cn1c(CNC(=O)c2ccco2)nnc1SCC(=O)N1c2ccccc2Sc2ccccc21	2.4
CCOC(=O)CSc1nnc(CNc2ccc(Cl)cc2)n1Cc1ccccc1	-10.9
COCCNC(=O)c1ccc2c(=O)n(Cc3ccco3)c(SCC(=O)NC3CCCCC3)nc2c1	-2.9
CNc1nc(SCC(=O)OC)nc(N2CCOCC2)n1	-5.0
Cc1cc(C)n(-c2nc3nonc3nc2-n2nc(C)cc2C)n1	-1.7
CCOC(=O)c1c(C)cc(C)n2c1nc1ccccc12	-3.2
CS(=O)(=O)c1ccc2nc(NC3(C(F)(F)F)N=C4SCCN4C3=O)sc2c1 (stereo unspecified)	-1.8
O=C1c2ccccc2C(=O)N1CCCCSc1nnc2ccccn12	-6.8
O=C(/C=C/Nc1ccccc1OC(F)(F)F)C(F)(F)F	-12.9
C=C(C)C(=O)Nc1cccc(C2=NOC3(C2)C[C@H](C(N)=O)N(C(=O)CC)C3)c1 (stereo partly specified)	-4.4
O=c1[nH]c(=O)n(C2CCCO2)cc1Br (stereo unspecified)	16.6
CC1(C)Cc2c(sc3c2C(=O)N(c2ccccc2)C2=NCCN23)CS1	-5.4
O=C(c1ccc2c(c1)OCO2)N(c1ccc(Cl)cc1)C1C=CS(=O)(=O)C1 (stereo unspecified)	0.7
CCOC(=O)c1ccc2c(c1)N(CC)C(=O)c1ccccc1S2	2.7
O=C(NC(=S)Nc1ccc(-c2ccc(CO)o2)cc1)c1cccs1	-28.5
CCOc1ccc(NC(=S)Nc2ccc(OC(F)(F)F)cc2)cc1	-6.5
CC(C)CNC(=O)COC(=O)c1cncc(Br)c1	-2.8
COCCn1nnnc1C(c1cc2c(C)cc(C)cc2[nH]c1=O)N1CCCCCC1 (stereo unspecified)	4.9
CCn1c(SCC(=O)Nc2ccc3c(c2)OCCO3)nnc1-c1ccccn1	27.1
CCn1nnc(-c2ccccc2NC(=O)c2ccc(-n3cnnn3)cc2)n1	-4.0
COC(=O)c1nnn(-c2ccccc2)c1N	-4.6
CCOC(=O)c1sc2nc(-c3ccco3)c3c(c2c1N)CC(C)(C)OC3	-4.1
C=CCN(CC=C)C(=O)Nc1cc(Cl)ccc1OC	-4.9
Cc1cccc(NC(=O)CCn2ccnc2C)c1	-0.6
CCCn1c(C)cc(=O)c2cc(NC(=O)c3cnccn3)ccc21	-0.1
O=C(CSc1nc2ccccc2[nH]1)Nc1cc(C(F)(F)F)ccc1N1CCOCC1	-0.6
Cc1cc(C)c(S(C)(=O)=O)c(Oc2ccc(F)cc2)n1	-4.8
O=C(Cn1cnc2ccccc21)NC(c1ccccc1)c1ccccc1	-6.8
O=c1oc(/C=C/c2ccc([N+](=O)[O-])s2)nc2ccccc12	-15.2
COc1cc(C(=O)N2CCN(C(=O)Cc3ccccc3)CC2)cc(OC)c1OC	-10.7
COc1cccc(C2(CSc3nnc(-c4cc(OC)c(OC)c(OC)c4)o3)OCCO2)c1	2.2
Cc1ccccc1C(=O)N1CCN(c2ccc([N+](=O)[O-])c(NCc3ccco3)c2)CC1	4.5
Cc1cc(C(=O)OCC(=O)c2c(N)n(C)c(=O)n(C)c2=O)c(C)n1-c1ccccc1	6.8
CCn1c(=O)c(C(=O)NCc2ccccn2)c(O)c2ccccc21	-4.1
Cc1cccc(NC2=Nc3ccccc3N3C2=Nc2c(c(C)nn2-c2ccccc2)C3c2ccc(O)c(O)c2)c1 (stereo unspecified)	-7.9
O=C(CSc1nnc(-c2ccncc2)o1)Nc1ccccc1Cl	-4.4
COc1ccc(CNc2cc(C)ccc2C)c(OC)c1OC	8.0
CN1CCN(C(=O)c2cc3c(n(-c4ccccc4)c2=O)CC(C)(C)CC3=O)CC1	-8.1
CC(=O)c1ccc(NC(=O)C2CC(c3ccc(F)cc3)=NO2)cc1 (stereo unspecified)	0.7
Cc1ccccc1Nc1nnc(SCC(=O)NCc2ccco2)s1	-2.2
Next compounds:
SMILES	ARNT TACC3 PPI
O=C(Nc1nccs1)C1CCN(S(=O)(=O)c2ccc(Cl)c(C(F)(F)F)c2)CC1	-9.0
COC(=O)c1cc(Cl)c(N)cc1OC	-0.3
Cc1ccc2c(c1)N(CCC(=O)NCc1cccnc1)C(=O)CO2	-2.9
CN1CCN(CCC(=O)Nc2ccc(F)c(F)c2)CC1	0.8
c1ccc(Nc2nc(-c3cccnc3)cs2)nc1	12.8
c1ccc2c(CNn3cnnc3)cccc2c1	4.6
COC(=O)C1=C(C)N=C2SCCC(=O)N2C1/C=C/c1ccccc1 (stereo unspecified)	-1.4
CCOC(=O)N1CCN(C(=O)Cn2ncn3nc(-c4cccs4)cc3c2=O)CC1	-10.6
O=C(CN1C(=O)NC2(CCCc3ccccc32)C1=O)N1CCc2ccccc2C1 (stereo unspecified)	-4.0
COc1cccc(CNC(=O)c2ccccc2N)c1	0.4
CC1CCN(c2ccccc2NC(=O)c2ccc(F)cc2)CC1	-12.9
COc1ccc(Nc2ncc(C(=O)N3CCN(c4ccc(F)cc4)CC3)c3ccccc23)cc1	-1.5
O=C(NCC1CCCO1)Nc1ccc(Cl)cc1 (stereo unspecified)	-1.8
COc1ccc(C2=C(CN(C)C)C(c3ccccc3)c3ccccc3O2)cc1 (stereo unspecified)	11.2
CCCS(=O)(=O)N1CCC(C(=O)NCc2ccccc2Cl)CC1	-5.5
CCCCn1c(C)cc(C)c(S(=O)(=O)c2ccccc2C)c1=O	-4.1
CCOc1c(Cl)cc(CNCC(C)C)cc1Cl	-4.2
OC1CCN(c2c3c(nc4cc(-c5ccc(F)cc5)nn24)CCC3)CC1	4.3
O=C(Nc1ccccc1C(F)(F)F)N1CCC(n2c(=O)[nH]c3ccccc32)CC1	-6.2
Cc1ccc(S(=O)(=O)c2nc(-c3ccccc3)oc2NCc2cccnc2)cc1	9.9
O=C(Nc1ncc(Cc2ccccc2)s1)C1COc2ccccc2O1 (stereo unspecified)	4.0
CC1(C)CC(=O)c2cnc(NC(=O)c3ccco3)nc2C1	0.2
NC(=S)N/N=C/c1ncc(C(F)(F)F)cc1Cl	36.9
CC(C)CC(=O)N1CCN(Cc2ccc3c(c2)OCO3)CC1	-16.2
O=C1Nc2ccccc2/C1=N/c1sc2c(c1C(=O)NCCc1ccccc1)CCCC2	-4.7
COc1cc(/C=C(\C#N)c2[nH]nc(N)c2C#N)cc(OC)c1O	9.9
N#CCCn1cc(/C=N/NC(=O)c2ccncc2)c(-c2ccccc2)n1	5.8
Cc1cc(C)n(-c2nncn2NC(=O)c2ccc(Cl)cc2O)n1	-5.2
CCCCn1c(N)c(-c2nc3ccccc3s2)c2c([N+](=O)[O-])nn(CC)c(=O)c21	-4.8
O=S(=O)(c1ccc(-c2nnc(SCc3nnc(-c4ccccc4)o3)o2)cc1)N1CCCC1	-10.1
Cc1nnc(SCc2cc(=O)[nH]c(N3CCN(Cc4ccccc4)CC3)n2)s1	-3.2
CS(=O)(=O)N1CCN(c2ccc([N+](=O)[O-])c(N3CCOCC3)c2)CC1	0.3
CC(NC(=O)c1cc(-c2ccc(Br)cc2)on1)c1ccccc1 (stereo unspecified)	2.0
O=C(O)CC(NCc1ccco1)C(=O)OCC1CCCO1 (stereo unspecified)	0.9
CCN(CC)CCNC(=O)c1c(C)oc2cc(Br)c(OC)cc12	26.3
C=CCn1c(SCc2csc(C)n2)nc2sc3c(c2c1=O)CCCCC3	-3.1
COC(=O)CSc1cnc2ccccc2n1	-2.7
CC(C(=O)Nc1nc2ccccc2[nH]1)N1C(=O)C2CC=CCC2C1=O (stereo unspecified)	-2.9
CCOc1c(Br)cc(C(N)=O)cc1OC	-7.2
CCn1c(SCC(=O)NNC(=O)c2ccc(C)cc2)nnc1-c1ccncc1	-6.9
C#CCOC(=O)C(NC(=O)c1ccccc1)=C1CCCCC1	-1.5
COc1ccc(CNC(=O)C2CC(=O)N(c3ccc(OCC(=O)N4C(C)CCCC4C)cc3)C2)cc1 (stereo unspecified)	-16.8
CCC(NC(=O)Nc1ncccc1C)(C(F)(F)F)C(F)(F)F	-8.7
O=C(CN1CCCC1)N1CCCc2c1c(=O)oc1ccc(OCc3ccccc3)cc21	3.2
c1ccc(C[n+]2cccc3c4ccccc4ccc32)cc1	-2.0
O=C(NCCOC(=O)c1ccncc1)c1ccccc1	17.3
O=C(N1CCCCC1)C12CC3CC(CC(C3)C1)C2	4.8
N#CC(c1ccccc1)c1ccc2c(C(F)(F)F)cc(C(F)(F)F)nc2n1 (stereo unspecified)	15.2
CN1CCN(S(=O)(=O)c2cccc(C(=O)N(c3ccccn3)C3CCCCC3)c2)CC1	0.2

Sorted by the number under ARNT TACC3 PPI (low to high): some entries from above.
SMILES	ARNT TACC3 PPI
Cc1ccccc1Nc1nnc(SCC(=O)NCc2ccco2)s1	-2.2
CN(C)CCCNCCNC(=O)/C=N\O	0.9
COc1ccc(CNc2cc(C)ccc2C)c(OC)c1OC	8.0
